PRMT1 FP inh: PRMT1 (human) inhibition, primary screen. Q99873. recombinant PRMT1, activity-based probe fluorescence polarization. inhibition, % at 2.79 µM. hit rate 1.3% among 370,000. AID 652257;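 active = inhibition above about 21% made by adding two undisclosed values, limit read from the data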
HTRA1 inhibitor: HTRA1 (human) protease inhibition; Q92743; recombinant HTRA1, FP-rhodamine activity-based probe, fluorescence polarization; inhibition, % at 5.96 µM; hit rate 0.5% among 340,000; in the data active = inhibition above about 36%;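 note: 0% = enzyme with DMSO and 100% = wells lacking enzyme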
rCAG binder: molecules binding r(CAG) RNA repeats; r(CAG) RNA repeat, TO-PRO-1 dye displacement fluorescence; inhibition, % at 3 µM; hit rate 1.3% among 370,000; AID 651821;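 active = inhibition above the plate cutoff, the mean of all test compounds on that plate plus 3 SD, cut at about 35% in these data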;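 note: 0% = DMSO alone and 100% = 100 µM mitoxantrone as full dye displacement; higher means more dye released from RNA so lower well fluorescence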
Rev-erbA mod: modulators of human Rev-erb alpha DNA binding; P20393; activity, % at 10 µM; Rev-erbα–FITC-DNA binding, fluorescence polarization, 90 min; AID 1259318; hit rate 0.79% among 370,000;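 active = activity above about 14%, limit read from the data; passing the limit was not always enough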;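 note: 0% = DMSO wells with 35 nM protein and 100% = DMSO wells with 750 nM protein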
Target sequence (P20393 whole entry, looked up): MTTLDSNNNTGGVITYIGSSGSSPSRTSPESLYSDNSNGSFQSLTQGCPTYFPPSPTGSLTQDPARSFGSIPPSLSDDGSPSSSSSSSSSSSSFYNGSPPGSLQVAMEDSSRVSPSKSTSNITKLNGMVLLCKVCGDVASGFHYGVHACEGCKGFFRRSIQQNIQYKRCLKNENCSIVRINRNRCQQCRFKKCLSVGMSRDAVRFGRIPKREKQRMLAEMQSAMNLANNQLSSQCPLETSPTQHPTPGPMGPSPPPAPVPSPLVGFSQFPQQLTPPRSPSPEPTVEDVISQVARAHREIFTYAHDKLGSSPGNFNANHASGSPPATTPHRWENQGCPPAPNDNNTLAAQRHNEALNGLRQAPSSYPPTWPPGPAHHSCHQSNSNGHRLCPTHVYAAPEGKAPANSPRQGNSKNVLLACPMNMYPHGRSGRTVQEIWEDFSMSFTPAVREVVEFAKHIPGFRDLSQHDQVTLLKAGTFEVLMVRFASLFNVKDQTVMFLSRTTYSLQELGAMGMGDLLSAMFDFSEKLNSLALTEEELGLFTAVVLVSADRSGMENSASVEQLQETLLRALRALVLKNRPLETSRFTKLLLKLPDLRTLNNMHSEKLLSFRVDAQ
mABHD4 FP: ABHD4 (mouse) inhibition, primary FP screen; purified mABHD4, FP-Rh probe fluorescence polarization; AID 720543; Q8VD66; inhibition, % at 8.92 µM; hit rate 0.54% among 370,000;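 active = inhibition exceeding the mean over every tested compound plus 3 SD, cut at about 30% in these data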;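 note: 0% = plate median of compound wells and 100% = S159A mutant with DMSO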
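Assay system: wild-type mouse ABHD4 protein; compound: single nominal dose of 8.92 µM, 0.89% DMSO final; schedule: 45 min + 60 min at 25 °C; measured by: FP readout, ex 525 nm / em 598 nm; evaluation: % inhibition of FP-Rh probe binding versus controls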
TCR-CD3 inh: inhibitors of human TCR-CD3 interaction | TAMRA-labeled TCR probe fluorescence, biochemical | inhibition, % at 9.4 µM | hit rate 0.37% among 360,000 | AID 651800; in the data active = inhibition above about 19%;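 note: recombinant mutant TCR 2C K166C tagged with TAMRA read by polarization; 0% = receptor in buffer alone and 100% = receptor with positive control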
UHRF1 binding: human UHRF1 methylated DNA binding inhibitors | Q96T88 | UHRF1 binding to methylated oligo, TR-FRET | inhibition, % at 4.4 µM | hit rate 0.75% among 370,000 | AID 687016; in the data active = inhibition above about 21%;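 note: UHRF1 SRA domain binding a hemimethylated CpG hairpin DNA probe; 0% = median of test compound wells and 100% = reference inhibitor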
MBD2 inh: blocks human MBD2 binding to methylated DNA; TR-FRET, MBD2 binding to methylated oligonucleotide; Q9UBB5; inhibition, % at 4.4 µM; hit rate 0.31% among 370,000; in the data active = inhibition above about 13%
Target sequence (Q9UBB5 whole entry, looked up): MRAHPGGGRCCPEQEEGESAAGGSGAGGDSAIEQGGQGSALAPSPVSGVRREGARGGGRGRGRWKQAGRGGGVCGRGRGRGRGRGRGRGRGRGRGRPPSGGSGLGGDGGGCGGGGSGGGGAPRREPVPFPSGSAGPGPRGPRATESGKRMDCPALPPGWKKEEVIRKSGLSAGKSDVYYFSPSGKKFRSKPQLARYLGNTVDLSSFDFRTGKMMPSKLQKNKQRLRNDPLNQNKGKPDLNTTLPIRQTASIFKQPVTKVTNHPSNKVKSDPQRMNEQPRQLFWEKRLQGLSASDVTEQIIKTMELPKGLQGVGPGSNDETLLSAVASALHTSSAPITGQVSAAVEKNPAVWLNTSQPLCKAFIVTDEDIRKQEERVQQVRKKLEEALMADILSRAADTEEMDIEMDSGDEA
PG9 binder: small molecules binding HIV-1 gp120 antibody PG9. TR-FRET gp120-PG9 antibody binding. inhibition, % at 6.7 µM. hit rate 0.43% among 360,000; in the data active = inhibition above about 8.5%
LEDGF integ inh: blocks HIV-1 LEDGF/p75-dependent DNA integration; hit rate 0.64% among 370,000; TR-FRET IN-LEDGF/p75 DNA integration, Eu/Cy5; inhibition, % at 3.7 µM;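 active = inhibition above the screen-wide mean plus 3 SD, cut at about 13% in these data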;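 note: signal is the Cy5 over europium emission ratio at 671 and 618 nm; 0% = plate median of compound wells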
The depositor's hits bear a star; . = no result given.

SMILES	PRMT1 FP inh	HTRA1 inhibitor	rCAG binder	Rev-erbA mod	mABHD4 FP	TCR-CD3 inh	UHRF1 binding	MBD2 inh	PG9 binder	LEDGF integ inh
O=C1Nc2ccccc2C1Cc1ccc(OC(F)(F)F)cc1 (stereo unspecified)	5	-10	-6	-1	-3	4	-1	0	-1.9	5
COc1ccccc1CNS(=O)(=O)c1ccc2c(c1)CC(C)N2C(=O)C1CC1 (stereo unspecified)	-7	-1	-1	3	-2	7	-2	-4	0.2	2
CCN(CC)C(=O)CSc1nc(-c2ccccc2)cc(=O)[nH]1	1	-6	4	-9	8	3	8	7	0.1	-4
O=C(Nc1nnc(-c2ccco2)o1)c1ccc(Cl)s1	0	0	7	-7	0	-1	-4	6	-3.2	1
COC(=O)[C@H]1C[C@@]2(O)CN(S(=O)(=O)c3ccc(C)cc3)C[C@@]2(OC(=O)NCC2CCCCC2)C[C@H]1C(=O)OC	3	-5	3	-1	1	-12	-1	3	-1.8	0
Cc1ccc(N2CC(C(N)=O)CC2=O)cc1C (stereo unspecified)	1	4	1	0	2	1	1	4	-0.1	-2
CC(C)(C)c1ccc(C(O)c2ncc(-c3ccccc3F)[nH]2)cc1 (stereo unspecified)	0	.	2	2	-8	1	1	2	-2.1	-1
Cc1cc(OCC(=O)Nc2cc(-c3nn4c(C)nnc4s3)ccc2C)ccc1Cl	4	-1	1	13	-12	3	5	2	1.1	-1
Cc1ccc(S(=O)(=O)NC(C)C(=O)OCC(=O)Nc2sccc2C(N)=O)cc1 (stereo unspecified)	-3	4	2	-1	4	8	-1	-2	-0.7	1
COc1cccc2cc(C(=O)N(C)C)c(=O)oc12	0	9	1	0	3	7	2	1	-0.8	-1
CCOC(=O)c1sc(S(C)(=O)=O)c2c1CC(C)(C)C/C2=N/O	5	.	-5	-7	-2	-3	-1	-3	-1.1	-8
O=c1cc[nH]c2c1ccc1c(=O)cc[nH]c12	1	24	3	-4	10	1	-1	1	-3.0	-1
O=C(c1cccc(S(=O)(=O)N2CCCCC2)c1)N1CCCCC1	1	-2	-5	-4	4	4	0	-1	-3.1	3
COC(=O)c1ccc(CSc2nc3c(c(=O)n2-c2ccc(C)cc2)SCC3)o1	9	-15	5	7	-18	12	0	2	-1.1	12
O=C(CSc1ncn(-c2ccccc2)n1)NCc1ccccc1	4	-2	5	3	0	1	1	-3	-0.7	2
COC(=O)c1ccc(OC)c(CN2CCCN(Cc3cc(C)ccc3C)S2(=O)=O)c1	0	-36	4	0	0	-3	-4	-6	3.0	-1
CC(C)c1cc2cc3ccc(=O)oc3cc2o1	-1	-7	3	1	10	1	-3	-4	-1.4	-5
CCCN(CC(=O)Nc1ccccc1C)C(=O)C1CC(=O)N(c2cccc(C)c2C)C1 (stereo unspecified)	-1	5	-6	4	-2	7	0	-5	-3.1	1
O=C(NC1CCCCCC1)c1ccc(CS(=O)Cc2cccc(Cl)c2)o1 (stereo unspecified)	6	-2	-5	7	6	2	-1	1	0.0	1
O=C(O)CCc1ccc(S(=O)(=O)N2CCOCC2)cc1	1	1	0	-1	-4	6	2	-4	0.3	-2
CC(=O)Nc1ccc(S(=O)(=O)N2CCSC2)cc1	0	-6	3	-1	3	-4	1	7	2.1	-8
CCCCC1Cc2[nH][nH]c(=O)c2C(c2ccc(Cl)cc2)O1 (stereo unspecified)	-1	.	22	-7	3	-1	-6	-2	-2.9	-1
O=C(O)c1ccccc1S(=O)CCO (stereo unspecified)	2	7	3	3	1	1	1	2	-1.8	1
COc1ccc(CCN(C)C2CCCN(S(=O)(=O)C(C)C)C2)cc1OC (stereo unspecified)	-2	8	-6	1	2	1	-1	0	-0.6	-1
Nc1c(C(=O)Nc2ccc3c(c2)OCCO3)nnn1Cc1ccc(F)cc1	2	-6	0	-2	6	4	-1	-5	-1.1	5
SMILES	PRMT1 FP inh	HTRA1 inhibitor	rCAG binder	Rev-erbA mod	mABHD4 FP	TCR-CD3 inh	UHRF1 binding	MBD2 inh	PG9 binder	LEDGF integ inh
COc1ccc2occ(NC(C)=O)c2c1	-1	1	-1	-2	-5	4	1	-6	0.2	0
Clc1cccc(N2CCN(c3ncnc4nc[nH]c34)CC2)c1	4	8	-4	-4	8	-7	-2	4	0.3	-3
CCOc1ccccc1NC(=O)COC(=O)C1COc2ccccc2O1 (stereo unspecified)	5	-1	0	2	1	-6	3	0	-1.4	-3
Cc1ccc(CSc2nnc(-c3cccc4ccccc34)o2)cc1	-2	-1	3	6	-5	8	-1	-2	-1.4	0
COc1ccccc1/C=C/C=N/n1c(-c2ccc(C)cc2)n[nH]c1=S	22*	-19	23	-5	-13	-8	5	4	0.5	5
CC1CC(C)CN(S(=O)(=O)c2cccc3nonc23)C1 (stereo unspecified)	0	-2	-2	6	2	15	-2	-1	-0.9	3
CNC(=O)NCC12CC3CC(CC(C3)C1)C2	-4	6	-2	-4	-9	0	-2	-2	-1.3	1
O=C(CSc1nc(-c2ccccc2)c(-c2ccccc2)[nH]1)NCC1CCCO1 (stereo unspecified)	2	6	-5	1	7	0	4	2	1.6	-8
CCOC(=O)[C@]12CCC=C1N(Cc1ccc3c(c1)OCO3)C(=O)[C@H](CC(=O)NCC13CC4CC(CC(C4)C1)C3)C2	5	.	4	7	11	-8	-3	5	-1.1	0
C=CCNC(=O)c1c(Br)cnn1-c1ccc(C)cc1	2	.	-6	7	4	2	-1	-1	-4.3	5
CC(C)[C@@H]1COC(c2cccc(C3=N[C@H](C(C)C)CO3)n2)=N1	-3	0	-4	-6	2	-1	-2	-1	0.4	2
CCCCNC(=O)C1CC(=O)N(C2CCCC2)C1 (stereo unspecified)	1	7	1	-1	1	-1	1	2	-0.8	-3
O=C(CCNS(=O)(=O)c1ccc(OC(F)(F)F)cc1)N1CCCC1	2	-2	-3	2	-4	-9	3	0	-0.2	-3
Cc1cccc(NC(=O)c2cnn3ccccc23)c1C	0	-1	-2	-3	2	-3	1	0	11*	-4
CCOC(=O)CCn1c(CC(=O)OCC)nc2ccccc21	-2	4	1	-7	-2	3	-1	2	-2.1	-2
CCOC(=O)c1c(NC(=O)CSc2nnnn2-c2ccccc2)sc2c1CCC(C)C2 (stereo unspecified)	1	-4	-1	5	8	-2	0	4	0.7	0
NS(=O)(=O)c1ccc(CNC(=O)NC2(c3ccccc3)CC2)cc1	2	5	2	-4	3	12	0	0	1.5	2
Cc1ccc(N(CC(=O)NCc2ccccc2)C(=O)CCC(=O)Nc2nccs2)cc1	0	-4	-3	1	2	-2	2	0	-1.8	-3
CS(=O)(=O)Nc1ccc(C2=NN(C(=O)c3ccco3)C(c3ccccc3)C2)cc1 (stereo unspecified)	1	-9	5	3	-22	8	-2	-5	-1.5	3
CCOC(=O)[C@H]1[C@H]2COc3ccc(Cl)cc3[C@@H]2N2C(=O)c3ccc(Cl)cc3NC(=O)[C@@]12C	2	2	3	0	-2	4	0	-2	1.2	-1
CC(C)(C)OC(=O)C[C@H]1C/C=C\C[C@H](CC(=O)N(CCO)Cc2ccccc2)C(=O)N[C@@H](c2ccccc2)COC1=O	2	-2	-1	-2	2	-6	0	0	0.4	-1
CNS(=O)(=O)c1ccc(NS(=O)(=O)c2ccccc2F)cc1	-5	-2	-1	3	-4	1	-1	4	-1.4	2
CCCCCC(=O)NNC(=S)NC(=O)c1ccccc1[N+](=O)[O-]	-5	1	3	2	8	14	-1	5	-1.5	-1
CN1/C(=C\C(=O)c2cccnc2)C(C)(C)c2ccccc21	0	4	-4	-4	1	3	2	-4	-2.3	0
Clc1ccc(-c2cn3nc4c(nc3n2)CCCC4)cc1	14	18	-13	4	12	1	-6	-7	3.0	3

In the list so far, these contain a tert-butyl group.
SMILES	PRMT1 FP inh	HTRA1 inhibitor	rCAG binder	Rev-erbA mod	mABHD4 FP	TCR-CD3 inh	UHRF1 binding	MBD2 inh	PG9 binder	LEDGF integ inh
CC(C)(C)c1ccc(C(O)c2ncc(-c3ccccc3F)[nH]2)cc1 (stereo unspecified)	0	.	2	2	-8	1	1	2	-2.1	-1
CC(C)(C)OC(=O)C[C@H]1C/C=C\C[C@H](CC(=O)N(CCO)Cc2ccccc2)C(=O)N[C@@H](c2ccccc2)COC1=O	2	-2	-1	-2	2	-6	0	0	0.4	-1

(continued)
SMILES	PRMT1 FP inh	HTRA1 inhibitor	rCAG binder	Rev-erbA mod	mABHD4 FP	TCR-CD3 inh	UHRF1 binding	MBD2 inh	PG9 binder	LEDGF integ inh
CSc1nnc(CCNS(=O)(=O)c2ccccc2Br)n1C	1	2	1	-3	1	0	-1	3	0.2	1
Cc1cccn2c(=O)c(/C=N/O)c(Nc3ccccc3F)nc12	2	-4	4	-25	-2	4	-1	1	0.2	-4
COc1cc(OC)cc(C(=O)Nc2ccc(Cn3ccnc3)cc2)c1	-3	4	3	5	-2	2	-2	0	-0.3	6
Cc1ccc(N(C(=O)CNC(=O)c2ccco2)C(C(=O)NC2CCCCC2)c2ccncc2)c(C)c1 (stereo unspecified)	5	-7	-1	1	7	-10	0	3	-1.2	-9
CC(C)(C)n1ncc2c(=O)n(Cc3c(F)cccc3Cl)cnc21	-1	-1	-4	-3	-1	2	-2	0	0.3	0
COc1ccc(OC)c(Nc2nc(-c3c(C)nc4ncccn34)cs2)c1	7	3	3	6	14	-1	0	7	-4.4	-2
CC(NC(=O)c1cc(S(=O)(=O)N2CCCC2)ccc1Cl)c1ccccn1 (stereo unspecified)	-3	0	1	-2	1	3	-1	5	-1.2	1
Cc1cccc2c(SCC(N)=O)nc(-c3ccccc3)nc12	-2	-3	0	5	6	3	-2	-2	0.8	3
O=C(Nc1c2c(nn1-c1ccc(F)cc1)CS(=O)(=O)C2)c1ccc(Br)o1	-5	4	1	-5	1	12	-3	-4	1.9	1
O=C(C1=C[C@H](C2CC2)C[C@H](OCc2ccc(CO)cc2)O1)N1CCN(Cc2ccc3c(c2)OCO3)CC1	1	-9	-2	-5	3	-6	4	-2	0.1	2
COc1ccc(-n2c(SCC(=O)NC3CC3)nc3ccccc3c2=O)cc1OC	-3	8	3	1	1	0	-3	-3	2.0	0
O=C(N[C@@H]1c2ccccc2CC[C@@H]1OCc1ccccc1)c1ccc(-c2ccccc2)cc1	-1	4	4	-5	2	-1	2	-1	1.0	4
COc1ccc(/C=C2\CC/C(=C\c3ccc(OC)c(OC)c3)C2=O)cc1OC	-1	-33	1	-1	0	1	-5	-7	-2.4	10
COc1ccc(/C=C/C(=O)OCC(=O)NC2CCCCCCC2)cc1	-2	-13	2	-6	3	1	3	-3	-0.7	2
COc1ccc(OC)c(/C=C2\Oc3cc(OCC(=O)N4CCC(C(=O)O)CC4)ccc3C2=O)c1	-3	-11	38*	6	-14	-2	-4	-7	-3.0	3
CCOc1ccc(-c2csc(N)c2C(=O)OC)cc1	3	-15	7	-6	-16	1	1	-1	-1.0	2
Cn1nc([N+](=O)[O-])c(C(C#N)c2nc3ccccc3n2C)c(Cl)c1=O (stereo unspecified)	19	21	26	5	23	9	-11	-7	-2.7	1
Cc1c(NC(=O)C2CC(c3c(F)cccc3Cl)=NO2)c(=O)n(-c2ccccc2)n1C (stereo unspecified)	2	-7	-2	-4	6	-1	0	-3	0.1	-3
Oc1[nH]c2ccccc2c1N=Nc1c(F)c(F)c(F)c(F)c1F	3	-2	12	-1	-2	5	5	2	1.2	-1
CNCc1ccccc1Sc1cccc(O)c1	5	3	-1	0	2	-6	18	12	0.0	4

Compound activity as filed in PubChem.

This is a subset (hit frequency here may not be typical).
